BAP1 inh = inhibitors of BAP1 deubiquitinase, primary screen, biochemical, Ub-AMC fluorescence, kinetic. Ubiquitin carboxyl-terminal hydrolase BAP1 (Homo sapiens), Q92560. 72,000 tested, 0.48% active. activity remaining (% of control), % at 20 µM. recombinant BAP1, Ub-AMC hydrolysis fluorescence kinetic; active compounds read low;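 active = activity remaining at or below 50% of control, provided the compound also passes the data quality filters; inactive = the rest, including low values that fail the filters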;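 note: 100% = DMSO wells rate and 0% = substrate alone blank rate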
Target sequence (Q92560 whole entry, looked up): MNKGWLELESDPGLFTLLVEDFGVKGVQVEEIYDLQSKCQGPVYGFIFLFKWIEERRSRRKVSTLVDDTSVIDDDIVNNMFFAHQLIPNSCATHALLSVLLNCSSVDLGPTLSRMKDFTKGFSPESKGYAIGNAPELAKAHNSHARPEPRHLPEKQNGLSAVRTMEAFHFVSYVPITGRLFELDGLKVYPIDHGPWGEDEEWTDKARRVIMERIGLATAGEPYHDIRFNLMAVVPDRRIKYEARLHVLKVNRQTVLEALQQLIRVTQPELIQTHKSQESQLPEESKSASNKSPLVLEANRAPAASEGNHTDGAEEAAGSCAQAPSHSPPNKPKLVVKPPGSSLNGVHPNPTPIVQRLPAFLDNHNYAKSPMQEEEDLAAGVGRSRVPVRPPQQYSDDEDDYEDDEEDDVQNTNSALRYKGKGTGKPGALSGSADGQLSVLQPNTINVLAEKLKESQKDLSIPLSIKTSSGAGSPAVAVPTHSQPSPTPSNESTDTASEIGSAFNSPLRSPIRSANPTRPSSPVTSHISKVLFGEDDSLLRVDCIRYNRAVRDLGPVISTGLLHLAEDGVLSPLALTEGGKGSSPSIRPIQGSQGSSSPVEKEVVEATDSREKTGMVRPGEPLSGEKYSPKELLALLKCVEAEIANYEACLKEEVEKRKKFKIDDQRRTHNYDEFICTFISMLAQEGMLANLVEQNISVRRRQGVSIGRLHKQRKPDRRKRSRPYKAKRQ
HePTP inh = inhibitors of human HePTP phosphatase, primary screen, biochemical, absorbance, leukemia target; AID 521, 2006; recombinant HePTP phosphatase activity, OD absorbance; inhibition, % at 20 µM; Tyrosine-protein phosphatase non-receptor type 7 (Homo sapiens), P35236; 110,000 tested, 0.64% active; in the data active = inhibition above about 50%;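 note: plate controls were vehicle for no effect and reference inhibitor for full effect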
Target sequence (P35236 whole entry, looked up): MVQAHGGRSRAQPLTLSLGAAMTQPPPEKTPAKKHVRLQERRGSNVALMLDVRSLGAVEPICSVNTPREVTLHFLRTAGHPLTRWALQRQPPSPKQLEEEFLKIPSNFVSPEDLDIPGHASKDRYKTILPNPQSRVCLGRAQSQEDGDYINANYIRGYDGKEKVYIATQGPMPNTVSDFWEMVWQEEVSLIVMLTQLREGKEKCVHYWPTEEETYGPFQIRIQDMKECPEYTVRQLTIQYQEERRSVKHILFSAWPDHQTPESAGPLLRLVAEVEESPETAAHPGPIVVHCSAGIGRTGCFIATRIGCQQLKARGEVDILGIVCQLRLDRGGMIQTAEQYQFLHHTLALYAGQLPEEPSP
An asterisk follows results filed as active; x = no result given; & = joins results of further samples. No enrichment for hits. Share with any hit: about 0.83%.

Compound	BAP1 inh	HePTP inh
COC(=O)c1sc(NC(=O)c2ccc(Br)o2)c(C(=O)OC)c1C	x	1
CCCCOc1ccc(/C=C2\SC(=S)N(C(C)C(=O)O)C2=O)cc1OC (centres undefined)	x	11
CC(=O)NC(Cc1ccccc1F)C(=O)NC1CCN(C(=O)c2cnccn2)CC1 (centres undefined)	85	0
Cc1ccc(N=C2C(=O)Nc3ccc([N+](=O)[O-])cc32)c(C)c1	232	x
O=C1CSC(c2ccc(OC(F)F)cc2)N1c1ccc(Br)cc1 (centres undefined)	137	x
O=c1cc(-c2ccc([N+](=O)[O-])cc2)nc2cc(-c3cccc(F)c3)[nH]n12	x	3
O=C1c2ccccc2C(=O)N1CCCC(=O)N1CCc2ccccc21	x	8
CCOC(=O)N1CCN(c2nc3c(c(=O)[nH]c(=O)n3C)n2Cc2ccccc2Cl)CC1	84	1
O=c1nc(N2CCCCC2)ccn1-c1nc(-c2ccccc2)sc1-c1ccccc1	74	x
O=C(/C=C/c1cccc([N+](=O)[O-])c1)Nc1ccc(Cl)cn1	x	11
CC(=O)Oc1ccc(-c2cccc(C(=O)Nc3cccc([N+](=O)[O-])c3)c2)cc1	x	-2
CCn1c(SCC(=O)Nc2cc(C)on2)nc2sc(C)c(C)c2c1=O	100	-2
CCCC(=O)N1CCN(c2ccc(NC(=O)c3ccc(Br)o3)cc2)CC1	110	-11
COC(=O)CC1=C(C(=O)OC)C(c2cccc([N+](=O)[O-])c2)C(C(=O)OC)=C(C)N1 (centres undefined)	x	7
CCOC(=O)Cc1csc(Nc2c(C)n(C)n(-c3ccccc3)c2=O)n1	106	4
CCOC(=O)C1(P(=O)(c2ccccc2)c2ccccc2)CC1	x	7
Cn1c(N)c(C(=O)CSc2ccc3c(c2)OCCO3)c(=O)n(C)c1=O	122	2
COc1ccccc1NC(=O)CN1CCN(CC(=O)Nc2ccc(OCc3ccccc3)cc2)CC1	87	8
O/N=C(/CN(O)/C=C1/C=CC=N1)c1cccs1	96	1
Cc1cc(-c2ccc(N3C(=O)CCC3=O)c(C)c2)ccc1N1C(=O)CCC1=O	93	12
COc1ccc(COC(=O)C2=C(C)NC3=C(C(=O)CCC3)C2c2coc3ccc(C)cc3c2=O)cc1 (centres undefined)	x	-4
CCOC(=O)C1CCN(C(=O)Cn2cc3c(n2)CCC(C)C3)CC1 (centres undefined)	90	4
Cc1cc(S(=O)(=O)NCCN2CCOCC2)c(C)s1	103	5
CCc1ccc(OCC(=O)Nc2ccc(C)cc2[N+](=O)[O-])cc1	x	-8
CCSc1nnc(NC(=O)CCC2CCCCC2)s1	x	-21

Later entries:
Compound	BAP1 inh	HePTP inh
COC(=O)c1cc(-c2ccc(Cl)s2)nc2ccccc12	x	10
Cc1cc(Br)ccc1N1C(=O)C2CCCCC2C1=O (centres undefined)	94	x
Fc1cc2ncn(Cc3ccccc3)c2cc1F	92	10
O=S(=O)(CCN(CCS(=O)(=O)C(F)(F)F)CC1CCCO1)C(F)(F)F (centres undefined)	132	4
OCCN(CCO)c1ncnc2c1sc1nc(N3CCOCC3)c3c(c12)CCCC3	175	1
CCOC(=O)c1cn(CC)c2cc(N3CCSCC3)c(F)cc2c1=O	89	-2
Cc1cccc(C(=O)Nc2sc3c(c2C(=O)N2CCOCC2)CCCCC3)c1	x	-14
O=C(Oc1ccc(S(=O)(=O)c2ccc(OC(=O)c3cccs3)cc2)cc1)c1cccs1	74	x
Cc1ccc2c(Cl)cc(Cl)c(OCC(=O)NC(=O)NCc3ccco3)c2n1	118	5
Cc1ccnc(NC(=O)Cc2ccc(Cl)cc2)c1	x	4
N#Cc1cc([N+](=O)[O-])cnc1Sc1ccccc1	x	17
N#Cc1cnc(SCC(=O)c2ccccc2)nc1N	110	7
Cc1ccc(NC(=O)c2nnn(-c3cc(C)cc(C)c3)c2N)cc1	81	7
C#CCOc1ccc(/C=C2\C(=O)NC(=O)N(c3ccc(F)cc3)C2=O)cc1Br	x	-8
Cc1cc(C(=O)NCc2cccs2)cs1	74	7
COc1ccc(C(=O)Nc2nnc(C(F)(F)F)s2)cc1	103	-4
CCCC(c1nnnn1C(C)(C)CC)N(Cc1ccco1)Cc1cc2ccc(OC)cc2[nH]c1=O (centres undefined)	x	3
CCN(CC)CCN1C(=O)c2ccccc2NC1c1ccc2c(c1)OCO2 (centres undefined)	x	-10
CSCCOC(=O)C1=C(C)NC(=O)CC1c1ccccc1Cl (centres undefined)	109	7
Cc1ccccc1/C=N/NC(=O)CCc1ccccc1	x	-9
CCc1ccc(OCC(=O)N2CCN(c3ccc([N+](=O)[O-])cc3)CC2)cc1	x	7
CCCCC(=O)Nc1ccc2c(c1)nc(CCN1CCOCC1)n2C	100	10
Oc1ccc(CNc2ccccc2)c2cccnc12	89	7
c1ccc2c(c1)N1CCN=C1N2CCN1CCCCC1	101	7&-4
COCCn1c(CN2CCN(c3ccc(F)cc3)CC2)nc2c1c(=O)n(C)c(=O)n2C	100	-1

(list continues)
Compound	BAP1 inh	HePTP inh
CC1(C)CC(=O)c2c(nn(-c3ccccc3)c2N)C1	116	1
COc1c(I)cc(I)cc1/C=N\NC(=O)c1ccc([N+](=O)[O-])cc1	x	5
CN(c1ccc(C(=O)Nc2ccccc2C(F)(F)F)cc1)S(C)(=O)=O	112	8
COc1ccc(NC(=O)c2c(NC(=O)CNCc3ccco3)sc3c2CCC3)c(OC)c1	49*	7
COc1c([N+](=O)[O-])c(=O)oc2ccccc12	x	-9
Cc1ccc2[nH]c3nc(N/N=C/c4ccc(-c5ccc(Cl)cc5)o4)nnc3c2c1	x	-13
CCN(C(=O)c1sc(N)c(C#N)c1C)C1CCCCC1	101	8
COc1ccc(OC)c(NC(=O)CN(c2ccccc2OC)S(=O)(=O)c2ccccc2)c1	x	6
CCOC(=O)CCc1c(C)nc2cc(C3CCCN(C(=O)OC(C)(C)C)C3)[nH]n2c1=O (centres undefined)	95	5
O=C(O)c1ccc(CSCc2c(F)cccc2Cl)o1	117	5
COc1ccc(-c2cn3cc(Cl)ccc3n2)cc1OC	52	-2
CSc1ncccc1C(=O)OCc1ccccc1	82	12
CCOC(=O)Cc1c[nH]c2ccccc12	87	-9
CCCS(=O)(=O)N1CCCC(C(=O)NCCCOCC)C1 (centres undefined)	101	-2
COc1ccc(CCN2C(=O)CC(N3CCN(Cc4ccc5c(c4)OCO5)CC3)C2=O)cc1OC (centres undefined)	x	-10
N#C/C(=C\c1cccs1)c1nc(-c2ccc(Br)cc2)cs1	x	0
COc1ccc(CC(=O)N2CCN(C(=O)Cc3ccc(OC)cc3)CC2)cc1	100	2&2
CCOc1ccc(N2C(=O)CC(Sc3nc(C)cc(C)n3)C2=O)cc1 (centres undefined)	94	-1
CCCOC(=O)C1=C(C)NC2=C(C(=O)CCC2)C1c1ccc(N(C)C)cc1 (centres undefined)	85	-2
NC(=O)CSCc1cccc(Br)c1	94	2
CCn1nnc(-c2ccccc2NC(=O)c2ccc(-n3cnnn3)cc2)n1	309	2
CCC(=O)Nc1cc(-c2nn3c(C)nnc3s2)ccc1C	105	7
CC1(C)CC(=O)C(C=NCC2CCN(C(=O)Nc3ccc(Cl)c(Cl)c3)CC2)=C(O)C1	x	-2
Cc1cccc(OCCOCCN2CCN(C)CC2)c1	x	5
O=C1C(C2=C(O)c3ccccc3C2=O)=Nc2ccccc21	130	13

The final 5 entries of the section above open the next one:
compound | BAP1 inh | HePTP inh
CCn1nnc(-c2ccccc2NC(=O)c2ccc(-n3cnnn3)cc2)n1 | 309 | 2
CCC(=O)Nc1cc(-c2nn3c(C)nnc3s2)ccc1C | 105 | 7
CC1(C)CC(=O)C(C=NCC2CCN(C(=O)Nc3ccc(Cl)c(Cl)c3)CC2)=C(O)C1 | x | -2
Cc1cccc(OCCOCCN2CCN(C)CC2)c1 | x | 5
O=C1C(C2=C(O)c3ccccc3C2=O)=Nc2ccccc21 | 130 | 13
COc1ccc(OC)c(/C=C/C(=O)NCC2CCCO2)c1 (centres undefined) | x | 2
O=C(COc1cccc2ccccc12)NCc1ccccn1 | x | 8
COc1cccc(OC)c1C(=O)NCC1CCCO1 (centres undefined) | x | -18
COc1ccc(C(=O)N2CCN(c3nc4cc(C)ccc4cc3C#N)CC2)c(OC)c1 | 60 | 4
COc1ccc(C(=O)Nc2ccccc2C(=O)NCCC(=O)NCc2ccco2)cc1 | x | 9
CCCC(=O)Nc1c2c(nn1-c1ccc(OC)cc1)CS(=O)C2 (centres undefined) | 87 | 11
COc1ccc(C2CC(=O)N3CN(c4ccc(C)c(Cl)c4)CSC3=C2C#N)cc1OC (centres undefined) | 45* | -2
CCOC(=O)C1CCN(C(=O)Cc2ccc(Cl)cc2)CC1 | x | 3
CCOC(=O)c1c(NC(=O)C2c3ccccc3Oc3ccccc32)sc(C(C)=O)c1C | x | 3
O=c1cc(CN2CCN(Cc3ccccc3)CC2)c2cc(Cl)ccc2o1 | 104 | 6
COc1cc(NC(=O)c2cccc([N+](=O)[O-])c2)cc(OC)c1 | x | -1
COCC(C)N=CC1=C(O)CC(C)(C)CC1=O (centres undefined) | 93 | 6

Ordered by value in BAP1 inh (high to low): 3 of the compounds above.
compound | BAP1 inh | HePTP inh
O=c1cc(CN2CCN(Cc3ccccc3)CC2)c2cc(Cl)ccc2o1 | 104 | 6
COCC(C)N=CC1=C(O)CC(C)(C)CC1=O (centres undefined) | 93 | 6
COc1ccc(C(=O)N2CCN(c3nc4cc(C)ccc4cc3C#N)CC2)c(OC)c1 | 60 | 4

The list goes on.
compound | BAP1 inh | HePTP inh
NS(=O)(=O)c1ccc(Oc2ccc([N+](=O)[O-])cc2)cc1 | x | -13
O=C(NCc1ccccn1)C(Sc1ccccc1)c1ccccc1 (centres undefined) | x | -8
O=C(Cc1ccccc1)Nc1ccncc1 | x | -5
O/N=C1/CC/C(=N\O)c2nn(-c3ccccc3)nc21 | 94 | -4
CCOc1cc(C)c(S(=O)(=O)Nc2ccc(Cl)cn2)cc1C | 109 | -3
CC(C)(C)OC(=O)COc1ccc2c3c(c(=O)oc2c1)CCC3 | x | -4
COc1ccc(N2C(=O)CC(N3CCN(S(=O)(=O)c4c(F)cccc4F)CC3)C2=O)cc1OC (centres undefined) | 84 | -1
CN1CCc2c(C#N)c(N3CCCCC3)nc(NCc3ccccc3)c2C1 | 104 | 3
Oc1ccc(/C=N/N2CCN(Cc3cccc4ccccc34)CC2)cc1O | x | -7
CCOc1ccc(C=C2C(=O)NC(=S)NC2=O)cc1Cl | x | 10
Cc1cc(Cl)ccc1OCc1nc(-c2ccc(O)cc2)n[nH]1 | 75 | 5
COc1cccc(C(=O)NCc2cccnc2)c1 | 103 | 8

Remaining list, next part
compound | BAP1 inh | HePTP inh
O=C(NC1CCN(Cc2ccccc2)CC1)C1COc2ccccc2O1 (centres undefined) | 108 | 7
Cc1nccn1-c1ccc(C(F)(F)F)cc1NC=O | 106 | 11
O=C(CN1C(=O)CCSc2ccccc21)Nc1ccc2c(c1)OCO2 | 95 | -2
Cc1ccc(S(=O)(=O)CC2CSc3nnc(C)c(=O)n32)cc1 (centres undefined) | 101 | 12
Cc1cc(NC(=O)c2ccc(C(C)(C)C)cc2)ccc1NC(=O)c1ccco1 | x | 0
Cc1ccc(N=C2NC(=O)/C(=C\c3ccc(C)o3)S2)cc1 | x | 17
CN1C(=O)C(=Cc2ccccc2OCc2ccccc2F)C(=O)N(C)C1=O | x | 4
COc1ccc(NCC(=O)Nc2ccc(Cl)cc2C)c(OC)c1 | 101 | 2
O=C(CSC1=Nc2ccccc2C2=NC(CC(=O)NCc3ccco3)C(=O)N12)NCC1CCCO1 (centres undefined) | x | 4
O=C(c1ccccc1)c1cccc(NC(=O)C2CCCCC2)c1 | x | 5
O=C(O)c1cccc(NC(=O)c2ccccc2F)c1 | x | 0
CCCCn1cnc2c1c(=O)n(C)c(=O)n2C | 108 | -4

Continuation:
compound | BAP1 inh | HePTP inh
O=C1CC(N2CCN(c3nc4ccccc4s3)CC2)C(=O)N1c1ccc(F)cc1 (centres undefined) | 101 | 10
COCCNC(=O)CN(C(=O)CCC(=O)Nc1ccccn1)c1ccc(F)cc1 | 103 | -1
Cc1ccc(C(=O)NCC(=O)OCC(=O)c2c(N)n(C)c(=O)n(C)c2=O)s1 | 115 | 9
CCOC(=O)c1sc(NC(=O)CCCOc2ccc(Cl)cc2Cl)nc1C | x | 2
CC(C)c1ccc(NC(=O)NC2CCCCC2)cc1 | 101 | 4
CCOC(=O)C1=C(O)/C(=C/c2ccccc2)SC1=Nc1cccc2ccccc12 | x | 7
CCCCn1nnnc1NCc1ccc(N2CCCC2)cc1 | 77 | 7
CCc1nnc(SCc2ccc(OC)c(Br)c2)n1N | 99 | 4
CCNc1cc(Nc2ccc(C)cc2)c2c3c(onc13)-c1ccccc1C2=O | x | 11
COc1ccc(C)cc1NC(=O)CSc1nnc(-c2ccc(OC)c(OC)c2)n1N | x | 1
C=CCNc1sc(C(=O)c2cccs2)c(N)c1C#N | 137 | 5
O=C(NC1CCCCC1)c1cccc(Cl)c1 | x | -7
CNc1nc(C)nc(-n2nc(C)cc2C)n1 | 85 | 5&8

Of the compounds above, 4 have a CF3 group.
compound | BAP1 inh | HePTP inh
O=S(=O)(CCN(CCS(=O)(=O)C(F)(F)F)CC1CCCO1)C(F)(F)F (centres undefined) | 132 | 4
COc1ccc(C(=O)Nc2nnc(C(F)(F)F)s2)cc1 | 103 | -4
CN(c1ccc(C(=O)Nc2ccccc2C(F)(F)F)cc1)S(C)(=O)=O | 112 | 8
Cc1nccn1-c1ccc(C(F)(F)F)cc1NC=O | 106 | 11
